From PubChem BioAssay
Tat transport – E. coli Tat export inhibitors, primary screen, MC4100, TorA-mCherry reporter, fluorescence, single point. actives 0.036% (n = 340,000). inhibition, % at 10 µM;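 active = mean replicate inhibition at least 50% and at least half of replicates individually reaching 50%; inconclusive = only one of the two criteria met; inactive = neither criterion met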;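 also: exported cargo escapes ClpAP degradation while cytoplasmic cargo is degraded and loses fluorescence; 0% = median of neutral control wells and 100% = median of NaSCN control wells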
CAL PDZ FP-1 – CAL PDZ peptide-binding inhibitors, primary screen, biochemical, fluorescence polarization, Cer-tagged CAL PDZ, HTS; AID 504414, 2011; purified CAL PDZ, TMR-peptide fluorescence polarization, 1 h; Golgi-associated PDZ and coiled-coil motif-containing protein (Homo sapiens), Q9HD26; inhibition, % at 20 µM; actives 0.02% (n = 330,000);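 active = highest replicate inhibition of at least 40%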;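 also: plate controls were DMSO neutral control wells for no effect and unlabeled competitor peptide control wells for full effect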
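Test system: purified CerCALP PDZ construct; Compound dosing: one concentration, 20 µM compound; Also added: TMR-labelled reporter peptide T*-PRC34 bound in PDZ groove; Read-out: inhibition from polarization loss; Controls: unlabelled peptide and DMSO controls; Signal: FP readout, S and P plane fluorescence; Incubation: 1 h at RT.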
SR-BI DiI inh – inhibitors of SR-BI mediated HDL lipid uptake, primary screen, ldlA[mSR-BI] cells, fluorescence, single point; ldlA[mSR-BI] CHO cells, DiI-HDL uptake fluorescence, 3 h; AID 488896, 2010; Scavenger receptor class B member 1 (Mus musculus), Q61009; inhibition, % at 12.5 µM; actives 0.96% (n = 320,000);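 active = mean replicate inhibition of at least 70% and a set share of replicates each scoring 70 or more; inconclusive = meets just one of the two criteria; inactive = fails both criteria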;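 also: 0% = median of neutral control wells and 100% = median of positive control wells; values of inactives mirror those of a sister screen read the other way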
Target sequence (Q61009 whole entry, looked up): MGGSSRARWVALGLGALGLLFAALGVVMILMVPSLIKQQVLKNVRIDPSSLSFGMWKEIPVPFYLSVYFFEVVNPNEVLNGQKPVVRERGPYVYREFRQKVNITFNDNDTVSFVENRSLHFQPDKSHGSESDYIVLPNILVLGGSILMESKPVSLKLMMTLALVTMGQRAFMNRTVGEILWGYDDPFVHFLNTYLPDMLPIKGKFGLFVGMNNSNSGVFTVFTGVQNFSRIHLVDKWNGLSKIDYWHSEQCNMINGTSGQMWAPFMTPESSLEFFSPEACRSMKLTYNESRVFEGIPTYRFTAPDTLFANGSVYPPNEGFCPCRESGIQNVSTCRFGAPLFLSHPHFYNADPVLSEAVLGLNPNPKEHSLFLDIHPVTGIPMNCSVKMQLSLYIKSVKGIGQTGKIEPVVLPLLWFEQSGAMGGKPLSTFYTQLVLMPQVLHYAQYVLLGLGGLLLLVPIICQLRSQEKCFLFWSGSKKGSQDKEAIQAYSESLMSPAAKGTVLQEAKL
Wnt bcat act – Wnt/beta-catenin pathway activators, primary screen, cell-based, plate reader, single point. actives 1.2% (n = 300,000). activation, % at 9.35 µM. AID 743398, 2014. Wnt/beta-catenin reporter cell assay, activator; in the data active = activation above about 30%, passing the limit was not always enough; inconclusive = no clear call, values can overlap the other calls;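 also: 0% = neutral control wells and 100% = positive control wells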
E coli growth – E. coli V3065 growth inhibition, primary screen, counter-screen for AddAB inhibitor project, absorbance, OD600 | actives 0.27% (n = 330,000) | inhibition, % at 11.9 µM | AID 449728, 2010 | 18 h;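 active = inhibition above the campaign's mean inhibition across all tested compounds plus 3 SD, cut at about 9.9% in these data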;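 also: uninfected addAB+ strain grown without phage in ampicillin broth; 0% = DMSO wells and 100% = ciprofloxacin 0.95 µg/ml wells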
SR-BI uptake up – activators of SR-BI mediated DiI-HDL uptake, primary screen, ldlA[mSR-BI] CHO cells, DiI fluorescence; actives 0.096% (n = 320,000); activation, % at 12.5 µM; AID 504775, 2011; 3 h; 100 = double the neutral-control signal;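 active = mean replicate activation of at least 60% and every replicate at or above 60%; inconclusive = mean or all-replicate condition met, but not both; inactive = mean below 60% and not all replicates reaching 60%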;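 also: 0% = median plate neutral-control signal and 100% = twice that signal; values of inactives mirror those of a sister screen read the other way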
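system = CHO ldlA[mSR-BI] cells, LDL receptor-null, SR-BI overexpressing | medium = Ham's F12 with 0.5% BSA, HEPES 25 mM, pH 7.4 | probe or stimulus = DiI-HDL 10 µg/mL | compound dosing = single-point compound dose | incubation = compound exposure 3 h, 37 °C | technique = DiI fluorescence, bottom read | read-out = cell-associated DiI fluorescence as measure of HDL uptake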
MITF act – activators of MITF-driven TRPM1 promoter reporter, primary screen, cell-based, SK-MEL-5, luciferase, single point; SK-MEL-5 TRPM1-promoter luciferase, 24 h; % of positive control, neutral wells = 0; actives 0.75% (n = 300,000); activation, % at 12.5 µM; AID 588334, 2011;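 active = mean activation of at least 80% with every replicate also reaching 80%; inconclusive = mean reaches 80% but some replicate falls short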;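 also: 0% = neutral control wells and 100% = parthenolide positive control wells; values of inactives mirror those of a sister screen read the other way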
phage Ecoli inh – growth loss of phage-infected E. coli, primary screen, RecBCD inhibitor project, absorbance, with phage, HTS | inhibition, % at 11.9 µM | actives 0.26% (n = 360,000) | AID 651602, 2012; in the data active = inhibition above about 11%
CAL PDZ FP-2 – untagged CAL PDZ binding inhibitors, primary screen, biochemical, fluorescence polarization, HTS; AID 602252, 2012; purified CAL PDZ, TMR-peptide fluorescence polarization, 1 h; Golgi-associated PDZ and coiled-coil motif-containing protein (Homo sapiens), Q9HD26; inhibition, % at 24.9 µM; actives 0.92% (n = 300,000);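 active = mean inhibition of at least 30% with at least half of replicates also reaching 30%; inconclusive = no clear call, values can overlap the other calls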;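 also: 0% = DMSO neutral control and 100% = excess unlabeled competitor peptide PRC23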
AddAB inh – growth inhibition of E. coli expressing H. pylori AddAB, primary screen, AddAB inhibitor project, absorbance. inhibition, % at 11.9 µM. actives 0.29% (n = 330,000). AID 435030, 2010; in the data active = inhibition above about 12%;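 also: 0% = vehicle wells of infected cells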
* marks the source's active call; other numbers are inactive results; ? = inconclusive; nt = no result given. Rows were taken by chance; any-hit rate near 3.6%.

SMILES	Tat transport	CAL PDZ FP-1	SR-BI DiI inh	Wnt bcat act	E coli growth	SR-BI uptake up	MITF act	phage Ecoli inh	CAL PDZ FP-2	AddAB inh
CNC(=S)Nc1cc(OC)c(NC(=O)c2ccco2)cc1OC	-12	-0.3	17	1	-2.2	-17	-18	2.4	-2	-0.9
CC(=O)Nc1nonc1-c1nc2ccccc2n1CCC#N	9	-2.1	6	-2	1.2	-6	-3	2.0	1	2.8
Cc1cc(C)n(CCN(C)C(=O)c2cc(COc3c(F)cccc3F)on2)n1	0	-3.1	7	9	-0.1	-7	3	1.9	-4	2.1
COC(=O)C(NC(C)=O)(Nc1ccc(C)cn1)C(F)(F)F (stereo not drawn)	6	1.4	-2	3	1.5	2	nt	-0.3	-2	3.3
CCOC(=O)c1ccccc1N1C(=O)CSC1=S	?	0.0	-38	-2	-2.0	38	-1	0.9	-8	1.6
Cc1cc(O)ccc1Nc1nc(-c2cccnc2)cs1	2	0.9	-1	17	nt	1	nt	2.9	0	nt
Cc1noc(C)c1COc1ccccc1C(=O)N1CCN(c2cccc(Cl)c2)CC1	8	-1.2	6	-10	2.1	-6	-2	2.5	-2	2.9
COc1cc(Cl)c(S(=O)(=O)NCCCN2CCOCC2)cc1Cl	10	-2.4	-8	nt	0.9	8	-3	2.5	-1	-1.6
Cc1ccc(C(=O)Cn2c(-c3ccccc3)noc2=O)cc1	-3	-2.7	-25	nt	1.7	25	5	6.2	-1	0.6
CSCC[C@H](NC(=O)Nc1cccc(Br)c1)C(=O)O	4	-0.1	-22	2	0.7	22	3	-1.1	-1	1.0
O=C1NC[C@@H](Cc2cccc3ccccc23)N(CCCCC2CCCCC2)C1=O	-6	0.6	-18	0	-0.7	18	-9	0.0	-3	-0.5
Cc1ccc(NC(=O)C2CCN(S(=O)(=O)c3c(C)[nH]c(=O)[nH]c3=O)CC2)cc1	-1	-1.1	-7	-3	-2.7	7	-6	1.2	1	0.3

Full records, quoted from the list. Order of values: Tat transport, CAL PDZ FP-1, SR-BI DiI inh, Wnt bcat act, E coli growth, SR-BI uptake up, MITF act, phage Ecoli inh, CAL PDZ FP-2, AddAB inh
Cc1cc(C)n(CCN(C)C(=O)c2cc(COc3c(F)cccc3F)on2)n1 in the list: 0, -3.1, 7, 9, -0.1, -7, 3, 1.9, -4, 2.1
CNC(=S)Nc1cc(OC)c(NC(=O)c2ccco2)cc1OC in the list: -12, -0.3, 17, 1, -2.2, -17, -18, 2.4, -2, -0.9
CCOC(=O)c1ccccc1N1C(=O)CSC1=S in the list: ?, 0.0, -38, -2, -2.0, 38, -1, 0.9, -8, 1.6
CSCC[C@H](NC(=O)Nc1cccc(Br)c1)C(=O)O in the list: 4, -0.1, -22, 2, 0.7, 22, 3, -1.1, -1, 1.0

(more compounds)
SMILES	Tat transport	CAL PDZ FP-1	SR-BI DiI inh	Wnt bcat act	E coli growth	SR-BI uptake up	MITF act	phage Ecoli inh	CAL PDZ FP-2	AddAB inh
Cc1ccc(C(=O)NC(=S)Nc2ccccc2C(F)(F)F)c(C)c1	5	-0.3	12	nt	0.0	-12	-6	1.5	-4	-1.2
COc1ccc(-n2c(SCC(=O)NCC3CCCO3)nc3c(c2=O)SC(C)C3)cc1 (stereo not drawn)	-2	-2.8	-12	0	0.0	12	4	2.0	0	5.1
COc1ccc(C(=O)Nc2cc(OC)cc(OC)c2)cc1	3	-2.0	55	-2	-0.4	-55	nt	4.1	3	1.6
c1ccc(-c2cc3c(nn2)CCc2nonc2-3)cc1	-6	-1.8	-14	0	-1.4	14	9	2.9	26	1.4
CCNS(=O)(=O)c1ccc(NC(=O)CC(C)c2ccccc2)cc1 (stereo not drawn)	2	-0.4	15	-1	2.3	-15	3	3.5	-2	4.4
CCCNC(=O)N1CCN(S(=O)(=O)c2ccc(C)cc2)CC1	-10	nt	7	nt	2.1	-7	nt	4.5	-4	3.1
COc1ccc(NC(=O)C(Cc2ccccc2)NC(=O)c2ccco2)cc1OC (stereo not drawn)	-8	-0.1	27	nt	-1.3	-27	0	1.8	nt	0.7
O=C(N/N=C\c1cccc(OC(=O)c2ccco2)c1)c1ccc2c(c1)OCO2	-4	-4.6	-1	?	-2.9	1	18	1.5	-6	5.2
CCOC(=O)CC1C(=O)NCCN1C(=O)c1ccc(Cl)cc1Cl (stereo not drawn)	-4	1.3	2	1	-1.9	-2	0	-1.1	-7	1.0
Cc1cc(C)n(-c2ccc(C(=O)O)cc2)n1	18	-4.0	-31	-4	2.0	31	5	-1.6	-3	3.4
CCCCCCCCCCCCS[C@H]1CS(=O)(=O)C[C@@H]1O	2	0.3	-15	-2	1.5	15	-6	-0.3	nt	1.1
O=C(c1ccc(C(F)(F)F)cc1)N1CCCCC1	-1	-0.2	-41	-6	1.6	41	-12	0.9	1	2.0
CCOC(=O)CSc1nnc(NC(=O)c2cccc([N+](=O)[O-])c2C)s1	0	-3.2	-15	nt	-0.8	15	-1	1.1	-3	3.0
Cc1cc(NC(=O)c2cccs2)n(-c2ccccc2)n1	0	-0.8	21	2	2.1	-21	3	0.4	nt	2.4
O=C(O)C1C2C=CC(O2)C1C(=O)Nc1cccc(C(F)(F)F)c1 (stereo not drawn)	-5	0.1	-55	-1	-1.9	55	nt	1.9	-1	1.5
Cc1nn(C(=O)N2CCOCC2)c(C)c1CN1C(=O)c2ccccc2C1=O	10	0.7	-12	nt	0.6	12	5	-0.1	-8	-0.5
CC(C)NC(=O)CCc1nnc(Cc2cccc(C(F)(F)F)c2)o1	13	-0.8	-8	3	-1.8	8	53	3.5	-1	0.0
COc1ccc(COC(=O)C2CC(=O)N(Cc3ccc(C)cc3)C2)cc1 (stereo not drawn)	5	-0.1	-9	nt	0.2	9	6	nt	0	-0.2
O=C(NCc1ccco1)c1cc2sccc2n1Cc1ccc(F)cc1	4	-2.2	16	nt	1.7	-16	-13	1.6	-3	-0.4
COc1ccccc1C(=O)Oc1cc(N)n(S(=O)(=O)c2ccccc2)n1	1	-3.5	-5	nt	0.1	5	-16	5.0	-2	0.0
COc1ccc(Cl)cc1NC(=O)CN1CCN(S(=O)(=O)N2CCCCC2)CC1	-12	-2.5	10	-5	-0.4	-10	-6	-1.2	-3	2.4
CC(C)[C@@H](C(=O)NCC1CCC(C(=O)O)CC1)n1nnc2ccccc2c1=O (stereo partly drawn)	-20	-1.8	-19	2	-1.2	19	nt	3.5	2	3.3
Cc1cc(C)cc(OCCCOc2cccc3cccnc23)c1	19	0.4	5	nt	1.2	-5	-1	-0.2	-4	3.2
CCOc1ccc(N2C(=O)CC(SCCN)C2=O)cc1 (stereo not drawn)	8	-2.2	-37	34*	-0.8	37	nt	2.6	-1	1.4
COc1ccc(C(F)(F)F)cc1N/C=C\c1nnnn1-c1ccccc1	-2	-1.6	60	1	-0.9	-60	2	0.1	4	-0.3
COC(=O)C1=C(CSc2nccn2C)NC(=O)NC1c1cc(C)ccc1C (stereo not drawn)	-4	0.0	-10	-2	2.0	10	-1	1.8	-1	0.2
COC(=O)C(NC(=O)c1ccccc1)=C1C=C(C)OC(C)=C1	0	-0.8	nt	nt	1.1	nt	-3	1.3	2	1.1
COc1ccc(Br)cc1/C=C/c1ccc2cccc(O)c2n1	-5	0.4	?	2	0.4	-72	-9	4.1	-4	-3.4
CCOC(=O)/C=C1\NC(=O)C(C)S1 (stereo not drawn)	-6	-4.8	8	nt	-0.8	-8	nt	-0.4	-1	1.9
Cc1ccc2oc(=O)c3cnn(CC(=O)Nc4ccccc4N4CCN(C)CC4)c3c2c1	-3	-0.2	1	-4	-2.7	-1	nt	1.3	nt	-1.1
CC(NC(=O)COc1ccccc1)C(=O)N1CCN(c2ccc(F)cc2)CC1 (stereo not drawn)	-9	-0.1	9	-3	-0.3	-9	-10	2.9	73*	0.2
CCOC(=O)C1=C(c2ccccc2)Nc2ncnn2C1c1cccc(O)c1 (stereo not drawn)	2	-1.1	nt	-1	-1.0	nt	-7	4.0	5	2.2
O=C(Nc1cccc(Br)c1)c1ccccc1-c1ccccc1	13	-1.7	18	-2	0.7	-18	-14	3.1	6	0.0
CC12CCC(C(=O)N(NC(=O)c3cccnc3)C1=O)C2(C)C (stereo not drawn)	-16	-1.9	0	nt	-0.9	0	10	1.9	0	5.3
CCOc1ccc(NC(=O)c2ccccc2NC(=O)CN(C)CC(=O)Nc2ccc(C)cc2)cc1	-8	-0.8	20	nt	2.3	nt	0	-0.2	-16	0.5
Cc1ccc(/C=N/NC(=O)c2ccncc2)s1	0	-0.1	-22	5	0.3	22	nt	-1.9	nt	1.7
O=C(O)c1[nH]c2ccccc2c1C(c1ccccc1)c1c(C(=O)O)[nH]c2ccccc12	5	45*	6	0	-2.2	-6	-11	3.7	56*	2.0
O=C(COC(=O)/C=C/c1cccc(F)c1)Nc1ccc(Cl)cn1	-4	0.0	4	-1	-1.5	-4	6	2.1	-4	-1.6
O=S(=O)(Nc1ccc(-n2cnnn2)cc1)c1ccc(Cl)s1	-8	-0.6	-11	-2	-1.9	11	-10	4.2	-3	-0.1
CCCCc1nc(SCC(=O)N2CCCC2)c2c(=O)n(C)c(=O)n(C)c2n1	-1	-4.7	-8	1	-2.9	8	1	0.9	-4	-3.9
Cn1nc(C(F)(F)F)c(-c2ccccc2)c1NC(=O)c1cccnc1	2	0.3	-20	-2	-3.4	20	nt	2.7	0	-1.6
O=C(OCn1nnc2ccccc2c1=O)C1CCN(S(=O)(=O)c2cccs2)CC1	-4	-1.6	-8	nt	1.8	8	nt	0.6	0	-1.6
CC(C)c1nnc(N2C(=O)C(O)=C(C(=O)c3cccs3)C2c2ccccc2)s1 (stereo not drawn)	-8	-1.5	-16	6	nt	16	14	2.8	5	nt

Records listed above printed as active in Wnt bcat act.
SMILES | Tat transport | CAL PDZ FP-1 | SR-BI DiI inh | Wnt bcat act | SR-BI uptake up | MITF act | phage Ecoli inh | CAL PDZ FP-2
CCOc1ccc(N2C(=O)CC(SCCN)C2=O)cc1 (stereo not drawn) | 8 | -2.2 | -37 | 34* | 37 | nt | 2.6 | -1
